Source: PubChem
K1F lysis inhibition: inhibition of K1F phage lysis, E. coli UTI89, bacterial capsule biogenesis inhibitors, alamar blue (AID 488966). E. coli UTI89 K1F phage lysis, alamar blue, 2 h; higher % means a stronger effect. inhibition, % at 100 µM, or IC50 in µM where a hit was titrated. hit rate 0.02% among 340,000;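 active means phage lysis inhibition, versus mean bacterial control, above a set limit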;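 further: capsule biogenesis inhibitors block K1F phage lysis so surviving cells raise fluorescence; higher fluorescence means more inhibition of phage lysis; actives were called in the ten point dose series up to 300 µM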
SV40 large T antigen: SV40 large T antigen inhibitors, biochemical (AID 1903); SV40 large T antigen ATPase/helicase inhibition assay; higher % means a stronger effect; one-dose inhibition, % at 20 µM; IC50 in µM for titrated hits; hit rate 0.39% among 310,000; in the data active means a potency from the dose series; further: strong numbers were not always called active
GPR35 arrestin U2OS: GPR35 antagonists blocking zaprinast-driven arrestin recruitment, primary screen, imaging, U2OS, beta-arrestin-GFP, zaprinast agonist (AID 2058) | U2OS GPR35 beta-arrestin-GFP translocation imaging, zaprinast antagonism; higher % means a stronger effect | one-dose inhibition, % at 10 µM; IC50 in µM for titrated hits | G-protein coupled receptor 35 (Homo sapiens) | hit rate 0.052% among 290,000;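 active means inhibition of at least 50% with at least 30 cells and total cytoplasm GFP at most 10,000,000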
MgcRacGAP inhibition: MgcRacGAP GTPase-activating activity inhibitors, confirmation, biochemical, ADP Hunter fluorescence | hit rate 0.6% among 340,000 | inhibition, % at 30 µM; hits with a dose series show IC50 in µM | AID 624330, 2012 | MgcRacGAP-stimulated Rac1 GTP hydrolysis, ADP Hunter fluorescence; higher % means a stronger effect; GST-tagged Rac1 F28L mutant substrate | Rac GTPase-activating protein 1 (Homo sapiens);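 active means first-screen hits whose inhibition reached a set limit at any dose in the follow-up dose series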;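 further: fluorescence reports GDP produced by GAP-driven GTP hydrolysis; strong numbers were not always called active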
GPR55 LPI antagonism: GPR55 antagonists blocking LPI-driven arrestin recruitment, primary screen, imaging, U2OS, beta-arrestin-GFP, LPI agonist (AID 2013) | hit rate 0.13% among 290,000 | inhibition, % at 10 µM; hits with a dose series show IC50 in µM | G-protein coupled receptor 55 (Homo sapiens) | U2OS GPR55 beta-arrestin-GFP translocation imaging, LPI antagonism; higher % means a stronger effect;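 active means spots per cell inhibited over 60%, with over 100 cells counted and total cytoplasm intensity under 500,000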;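 further: U2OS cells stably carrying GPR55 and arrestin-GFP stimulated by 5 µM LPI near EC80; imaged beta-arrestin-GFP aggregate spots per cell after agonist stimulation; plate controls were LPI-stimulated DMSO wells for no effect and DMSO wells without LPI for full effect; some results filed as inactive read as strong as hits; confirmed hits need IC50 under 10 µM and bright autofluorescent wells are also inconclusive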
PhoP inhibition: inhibitors of PhoP regulon expression, primary screen, Salmonella Typhimurium, GFP reporter (AID 1863) | S. Typhimurium PhoP-regulated promoter GFP reporter, 4 h; higher % means a stronger effect | one-dose inhibition, % at 50 µM; IC50 in µM for titrated hits | hit rate 0.16% among 300,000;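 active means inhibition over 29.93%, a cutoff 3 SD above the screen mean, later confirmed by dose response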;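 further: 0% = low Mg2+ inducing control and 100% = high Mg2+ repressing control; strong numbers were not always called active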
RSV CPE inhibition: RSV antiviral activity via CPE protection, HEp-2 cells, primary 10 µM value included (AID 2391) | CPE inhibition, % at 10 µM, or IC50 in µM where a hit was titrated | HEp-2 cells, RSV-induced CPE inhibition; higher % means a stronger effect | hit rate 0.13% among 310,000; in the data active means a potency from the dose series; further: strong numbers were not always called active
HIV peptide binding: inhibitors of HIV fusion peptide binding, primary screen, biochemical, uHTS, fluorescence dequenching (AID 1986); cell-free peptide binding, fluorescence dequenching, 30 min; higher % means a stronger effect; inhibition, % at 20 µM, or IC50 in µM where a hit was titrated; hit rate 0.3% among 290,000; in the data active means inhibition mostly above about 52%, no sharp cut-off; inactive means mostly below about 76%; further: some results filed as inactive read as strong as hits
Dengue-2 NS5 capping: Dengue-2 NS5 methyltransferase inhibitors, primary screen, biochemical, confirmation dose response (AID 588689); hit rate 0.3% among 340,000; one-dose inhibition, % at 25 µM; IC50 in µM for titrated hits; Dengue-2 NS5 methyltransferase capping enzyme assay, biochemical; higher % means a stronger effect; in the data active means a potency from the dose series
Dengue-2 NS5 capping pilot replicate: second read-out of Dengue-2 NS5 capping, no call of its own (marks repeat the call); inhibition, %; measured here: pilot screen replicate inhibition
* marks the source's active call; other numbers are inactive results; / = no result given; [ ] = another dose, or the depositor's remark.

SMILES | K1F lysis inhibition | SV40 large T antigen | GPR35 arrestin U2OS | MgcRacGAP inhibition | GPR55 LPI antagonism | PhoP inhibition | RSV CPE inhibition | HIV peptide binding | Dengue-2 NS5 capping | others
CCCCCCOC(=O)NCC(O)c1ccccc1 (configuration not stated) | 0.7% | 1% | -4% | 6% | 0% | -5% | 3.2% | -0.7% | -8% | Dengue-2 NS5 capping pilot replicate=-0.9
CC(=O)Nc1ccc(Oc2cc(NC(C)=O)cc([N+](=O)[O-])c2)cc1 | 0.1% | 10% | -3% | 7% | 21% | 3% | 1.1% | 1.7% | -11%
O=C(CC1SCCNC1=O)Nc1cc(Cl)cc(Cl)c1 (configuration not stated) | 0.9% | 14% | -14% | 11% | 11% | 4% | 2.0% | 1.5% | -3%
Cc1ccc(CNC(=O)c2c(-c3ccccc3Cl)noc2C)cc1 | 0.8% | -1% | -12% | / | -2% | 0% | 0.2% | -1.1% | -7%
CCC(=O)NCCNc1nc2cc(C)c(C)cc2cc1C#N | 0.1% | 14% | 23% | 4% | 25% | -3% | 2.9% | -3.2% | -1%
COc1ccc(NC(=S)N2CCC(NC(=O)c3ccc(OC)cc3)CC2)cc1 | 0.1% | -1% | -23% | 3% | -2% | -5% | -0.6% | -0.5% | 2%
Cc1nc2ccccc2c(=O)n1NC(=O)c1cc(Br)ccc1Cl | 0.7%[50 µM] | 18% | 3% | 10% | 0% | -3% | -0.1% | -0.2% | -4%
O=c1oc2ccccc2cc1C1=Nn2c(nnc2-c2cccnc2)SC1 | 1.5% | 5% | 6% | 7% | 20% | -5% | 7.0% | 0.5% | 2%
O=C(CSc1ncccn1)N/N=C/c1cccs1 | 0.2% | 8% | 2% | 10% | 13% | -4% | 1.1% | 4.4% | 1%
O=C(COc1ccc(S(=O)(=O)N2CCc3ccccc32)cc1Cl)NCc1ccccn1 | 1.3%[50 µM] | -1% | -6% | 3% | 10% | 8% | 5.7% | 2.2% | -5%
O=C(/C=C/c1ccc(-c2ccccc2[N+](=O)[O-])o1)c1ccc(F)cc1 | 2.8% | 22% | 3% | 8% | 28% | 3% | -0.4% | 39% | 11%
COCCNC(=O)CN(C(=O)Cn1nnc2ccccc21)c1ccc(F)c(Cl)c1 | -0.7% | 12% | -7% | 5% | -8% | -10% | 0.1% | -1.9% | -2%
OC[C@@H](O)[C@@H](O)[C@H](O)[C@@H](O)CO | -4.6% | 1% | / | -5% | / | 2% | 0.7% | / | 3%
O=C(CSc1ncccn1)c1ccccc1Br | 0.9% | 7% | -2% | 17% | -4% | 13% | 1.9% | -0.9% | -24%
COc1ccccc1-n1c(C)c(C(=O)O)c2cc(OC)c3ccccc3c21 | 0.2% | 2% | -12% | 7% | -7% | -4% | 1.9% | 6.8% | 12%
O=C(Nc1cccc(S(=O)(=O)N2CCCCC2)c1)c1ccco1 | -0.1%[50 µM] | / | / | -8% | / | / | 0.9% | / | 4%
O/N=C/c1cc(Br)cs1 | 0.1% | 8% | 12% | -4% | 13% | 14% | 2.0% | -1.1% | -6%
Cc1cccc(N(CC(O)CON=C2c3ccccc3-c3ccccc32)S(C)(=O)=O)c1 (configuration not stated) | 1.9% | -1% | -3% | 10% | 31% | 5% | -2.5% | -1.5% | 3%
COc1cc2c3nnc(-c4ccccc4)c-3cn(Cc3ccccc3F)c2cc1OC | / | 8% | -8% | / | -15% | -43% | 0.3% | 9.8% | /
COc1cc2c(C(=O)N3CCN(c4ccccc4F)CC3)cn(C)c(=O)c2cc1OC | 1.1%[50 µM] | 9% | -9% | 10% | 8% | -2% | 1.8% | 0.1% | 4%
COc1cccc(C(=O)N/N=C/c2cn[nH]c2-c2ccc(OC)cc2OC)c1 | 0.3% | 7% | -5% | 11% | 7% | -15% | 1.1% | -0.9% | -9%
CCOC(=O)C1CCN(c2cc3c(cc2NC(=O)c2cc(OC)ccc2Br)n(C)c(=O)n3C)CC1 | -0.1% | 13% | 8% | -7% | 0% | 2% | 0.1% | -1.3% | 3%
COc1ccc(NC(=O)c2cc(-c3ccc(C)cc3)on2)cc1 | -0.3% | -3% | 4% | 1% | 9% | 8% | 2.6% | -1.5% | -10%
Cc1cccnc1Nc1nc(-c2ccccn2)cs1 | -0.5% | 13% | 28% | 8% | 6% | 9% | -3.5% | 2.9% | 14%
Cc1ccc(S(=O)(=O)N2CCC(=O)N(CCOCc3ccc(C(F)(F)F)cc3)CC2)cc1 | 0.3% | 6% | -14% | 4% | 0% | 6% | 3.6% | -0.1% | -3%
CCCNC(=O)c1ccc(Cl)c(Cl)c1 | 4.4% | 5% | 19% | 2% | 12% | -7% | 1.9% | 0.9% | -2%
COc1ccc(-c2cn[nH]c2N)cc1 | 0.3% | 26% | 3% | 30% | 6% | 6% | 0.5% | -0.6% | 2%
OCCC1CN(Cc2nc3c(s2)CCCC3)CCN1Cc1ccsc1 (configuration not stated) | 0.0% | / | 4% | 7% | -8% | / | -1.9% | 2.4% | -10%
COc1cccc(CNC(=O)c2c[nH]n3c(=O)c(Cl)c(C)nc23)c1 | 0.0% | 11% | -8% | 8% | -14% | 5% | 0.9% | 27% | 0%
C=CCc1cccc(OC)c1OCCOCCn1ccnc1 | 0.1% | 27% | -22% | 18% | -3% | 3% | 1.5% | 4.1% | -6%
Cc1ccc(N2C(=O)NC(NS(=O)(=O)c3ccccc3)(C(F)(F)F)C2=O)cc1C (configuration not stated) | 0.1% | 5% | 3% | 7% | 24% | 4% | 0.6% | -0.6% | 0%
COc1ccccc1CNC(=O)CSc1ccc(-c2cccs2)nn1 | 0.8% | 1% | -8% | 3% | 15% | 8% | 1.6% | -2.8% | -12%
CCC1C(=O)NCCN1C(=O)c1ccc2nc(Cc3cccc(Cl)c3)oc2c1 (configuration not stated) | 1.4%[50 µM] | 9% | -12% | 8% | 2% | -4% | 2.5% | 1.3% | 1%
CCCCN(C(=O)COc1ccc(C)cc1OC)c1c(N)n(CCC)c(=O)[nH]c1=O | 0.2%[50 µM] | 21% | -4% | 9% | -4% | -2% | 1.1% | -0.7% | -14%
CC1(C)CC(NC(=O)c2cc(S(=O)(=O)N3CCCCC3)ccc2Cl)CC(C)(C)N1 | 0.1% | 15% | 1% | 7% | 19% | 8% | 1.2% | 1.9% | 2%
COc1ccc(C(C#N)CCC2OCCO2)cc1OC (configuration not stated) | -0.1% | / | / | -3% | / | / | -0.5% | / | 14%
N#Cc1ccc(C(c2nnnn2C2CCCC2)N2CCC(Cc3ccccc3)CC2)cc1 (configuration not stated) | 0.2% | 7% | 14% | 1% | 13% | 1% | 6.4% | -0.7% | -8%
COc1ccccc1N(CN1C(=O)c2ccccc2C1=O)C(=O)c1cccnc1 | -0.1% | 5% | 0% | -5% | 10% | 5% | 2.2% | 1.2% | -6%
CN(CC(=O)NCCc1ccc(F)cc1)Cc1cccc(Cl)c1 | 0.9% | 6% | 0% | 4% | -11% | 1% | 1.4% | -2.2% | -10%
Cc1ccc(S(=O)(=O)NC(C)(C)CSc2nncn2C)cc1 | 5.5% | 18% | -11% | 4% | 10% | -1% | -0.9% | 0.5% | -2%
COc1ccc(C(=O)OCC(=O)NCc2ccco2)cc1S(=O)(=O)N1CCN(c2cccc(Cl)c2)CC1 | -2.0% | 9% | -11% | 8% | 10% | -3% | 4.7% | -0.5% | -6%
O=C1CC(NCc2ccncc2)C(=O)N1c1ccccc1 (configuration not stated) | 0.2% | 2% | 2% | 11% | 9% | 4% | 1.2% | 0.5% | -1%
CC(C)CCNC(=O)c1cccc(S(=O)(=O)N2CCc3ccccc32)c1 | 3.3% | 12% | 2% | 9% | -3% | -6% | 9.4% | -2.4% | -4%
O=C(CSC1=NCCS1)N1CCc2ccccc21 | -1.4% | -4% | -2% | 8% | 9% | 20% | 0.8% | -2.9% | -2%
CCN(CC)c1ccc(/C=N/NC(=O)CNC(=O)C2COc3ccccc3O2)c(O)c1 (configuration not stated) | 0.5% | 6% | -2% | 5% | -9% | 0% | 5.6% | 3.3% | -14%
COc1cccc(-c2ncc3ccccc3c2COC(=O)CCCC(=O)O)c1 | 0.3% | / | / | 5% | / | / | -0.4% | / | -1%
c1ccc(-c2ccccc2OCCN2CCCCC2)cc1 | 0.1% | 2% | 1% | 22% | 21% | 4% | 0.5% | 1.4% | 0%
NC1CCCCC1N=Cc1c(O)n(CCc2ccc(F)cc2)c(=O)[nH]c1=O (configuration not stated) | -0.3% | 0% | 20% | 2% | -8% | 3% | / | -1.6% | -10%
COc1ccc(S(=O)(=O)N2CCc3ccccc32)cc1OC | 1.2% | 0% | 20% | 9% | 2% | 3% | 1.6% | -1.6% | -10%

Structural class: the entries above with fluorine
SMILES | K1F lysis inhibition | SV40 large T antigen | GPR35 arrestin U2OS | MgcRacGAP inhibition | GPR55 LPI antagonism | PhoP inhibition | RSV CPE inhibition | HIV peptide binding | Dengue-2 NS5 capping | others
O=C(/C=C/c1ccc(-c2ccccc2[N+](=O)[O-])o1)c1ccc(F)cc1 | 2.8% | 22% | 3% | 8% | 28% | 3% | -0.4% | 39% | 11%
COCCNC(=O)CN(C(=O)Cn1nnc2ccccc21)c1ccc(F)c(Cl)c1 | -0.7% | 12% | -7% | 5% | -8% | -10% | 0.1% | -1.9% | -2%
COc1cc2c3nnc(-c4ccccc4)c-3cn(Cc3ccccc3F)c2cc1OC | / | 8% | -8% | / | -15% | -43% | 0.3% | 9.8% | /
COc1cc2c(C(=O)N3CCN(c4ccccc4F)CC3)cn(C)c(=O)c2cc1OC | 1.1%[50 µM] | 9% | -9% | 10% | 8% | -2% | 1.8% | 0.1% | 4%
Cc1ccc(S(=O)(=O)N2CCC(=O)N(CCOCc3ccc(C(F)(F)F)cc3)CC2)cc1 | 0.3% | 6% | -14% | 4% | 0% | 6% | 3.6% | -0.1% | -3%
Cc1ccc(N2C(=O)NC(NS(=O)(=O)c3ccccc3)(C(F)(F)F)C2=O)cc1C (configuration not stated) | 0.1% | 5% | 3% | 7% | 24% | 4% | 0.6% | -0.6% | 0%
CN(CC(=O)NCCc1ccc(F)cc1)Cc1cccc(Cl)c1 | 0.9% | 6% | 0% | 4% | -11% | 1% | 1.4% | -2.2% | -10%
NC1CCCCC1N=Cc1c(O)n(CCc2ccc(F)cc2)c(=O)[nH]c1=O (configuration not stated) | -0.3% | 0% | 20% | 2% | -8% | 3% | / | -1.6% | -10%
